Screening results as filed in PubChem.
S2 tox: cell viability loss in ATXN counter-screen. S2 cells (HEK-293 line with an ATXN2-luciferase reporter) viability, CellTiter-Fluor protease fluorescence, 24 h. Potency, µM (series often up to 56.7 µM), hits mostly cytotoxic. 0.49% of 400,000 active; note: potency is the fitted concentration of half-maximal effect; nearly all actives have a fitted effect of over 40% in size
ATXN2 expr inh: reduces ATXN2 reporter expression in HEK-293 cells; HEK-293 ATXN2-luciferase reporter, luminescence, 24 h; Potency, µM (top dose mostly 57 µM), without a hit: at the highest dose activity change, negative = inhibition, hits mostly inhibitors; 0.72% of 360,000 active; note: potency is the fitted concentration of half-maximal effect; % is set by controls: 0 for no effect and ±100 for the full control effect; nearly all actives have a fitted effect of over 55% in size
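ATXN2-luciferase reporter cells (luciferase flanked by upstream and downstream ATXN2 gene portions) were treated 24 h at 37 °C with compounds at up to 57 uM. SteadyGlo luminescence gave expression; GF-AFC fluorescence gave viability.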
Nrf2 ARE act: Nrf2 pathway activation; AREc32 ARE-luciferase reporter (MCF7-derived line), luminescence, 24 h; Potency, µM (top dose mostly 46.1 µM), without a hit: top-dose activation, usual class: activators; 0.31% of 410,000 active; AID 624171; note: potency is the fitted concentration of half-maximal effect; % of control where 0% means no effect; nearly all actives have a fitted effect of over 65% in size
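For detection, Steady-Glo was added and plates sat 30 min at RT; before that, AREc32_Fluc cells grown overnight in OPTI-MEM/5% FBS had been treated with 23 nL compound for 24 hr at 37 deg C.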
EPAC2 ag: agonists of human EPAC2 (RAPGEF4). Q8WZA2. EPAC2 activation, biochemical qHTS; response scale: 100% = 6.5 mM cAMP response. Potency, µM (series often up to 154 µM), inactives show at the top dose activation, usual class: activators. 0.079% of 360,000 active. AID 720711; note: potency is the fitted concentration of half-maximal effect; nearly all actives have a fitted effect of over 50% in size
Target sequence (Q8WZA2 whole entry, looked up): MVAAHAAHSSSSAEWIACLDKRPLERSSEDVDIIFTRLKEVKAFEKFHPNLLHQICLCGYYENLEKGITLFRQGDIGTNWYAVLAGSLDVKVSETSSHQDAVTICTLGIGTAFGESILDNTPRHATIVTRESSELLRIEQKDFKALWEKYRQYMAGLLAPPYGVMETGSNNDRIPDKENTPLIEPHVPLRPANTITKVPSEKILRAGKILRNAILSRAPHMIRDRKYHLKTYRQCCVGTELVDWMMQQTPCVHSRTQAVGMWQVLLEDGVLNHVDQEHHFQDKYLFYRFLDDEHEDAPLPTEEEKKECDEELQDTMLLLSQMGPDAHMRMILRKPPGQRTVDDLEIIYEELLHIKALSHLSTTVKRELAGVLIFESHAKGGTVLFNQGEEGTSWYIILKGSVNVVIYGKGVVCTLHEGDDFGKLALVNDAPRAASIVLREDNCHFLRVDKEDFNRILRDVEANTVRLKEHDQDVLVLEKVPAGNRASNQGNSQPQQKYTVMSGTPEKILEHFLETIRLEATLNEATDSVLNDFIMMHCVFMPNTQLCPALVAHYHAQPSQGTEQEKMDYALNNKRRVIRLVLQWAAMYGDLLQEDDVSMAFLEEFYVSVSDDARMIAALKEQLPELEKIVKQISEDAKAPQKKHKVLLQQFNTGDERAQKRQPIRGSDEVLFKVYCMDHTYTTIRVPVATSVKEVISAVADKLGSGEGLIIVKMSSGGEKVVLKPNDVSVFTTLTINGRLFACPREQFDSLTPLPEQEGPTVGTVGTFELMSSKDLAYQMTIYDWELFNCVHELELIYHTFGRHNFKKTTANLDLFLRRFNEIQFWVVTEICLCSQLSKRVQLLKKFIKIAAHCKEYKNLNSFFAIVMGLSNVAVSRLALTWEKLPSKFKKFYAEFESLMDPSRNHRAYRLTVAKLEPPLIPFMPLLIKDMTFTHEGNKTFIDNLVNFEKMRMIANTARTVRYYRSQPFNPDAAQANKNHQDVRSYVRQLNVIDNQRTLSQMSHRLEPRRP
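Fluorescence exchange assay: 100 nM EPAC2 with 250 nM RAP1B-BODIPY-GDP and 50 uM GDP; compounds tested as a concentration-titration series (qHTS). Loss of Rap1-bound BODIPY-GDP fluorescence read at 480/540 nm; data normalized to 6.5 mM cAMP.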
TGFb SMAD3 inh: inhibitors of TGF-b signaling; 1.2% of 410,000 active; HepG2 CAGA-GFP TGF-b/SMAD3 reporter, GFP fluorescence, 18 h; TGF-beta stimulated, 500 pg/mL final; Potency, µM (doses to about 46.1 µM), for inactives: at the highest dose activity, negative = inhibition, most hits filed as inhibitors; note: potency is the fitted concentration of half-maximal effect; % is set by controls: 0 for no effect and ±100 for the full control effect; nearly all actives have a fitted effect of over 65% in size
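Cell-based qHTS in HEPG2 carrying a CAGA-GFP Smad reporter; compounds added before 500 pg/mL final TGF-beta, 18 h incubation at 37 degrees C, GFP fluorescence quantified per cell by imaging cytometry.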
IL2 activator: activators of IL-2; IL-2 activation reporter assay, cell-based qHTS; stimulated with anti-CD3/CD4/CD28 beads; in transgenic mouse T cells; activation, % (series mostly up to about 46 µM); 0.065% of 360,000 active; AID 652025; in the data active = activation above about 50%; inconclusive = mostly about 30% to 49%; note: 0% is about no effect
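Using fluorescent plate cytometry, EGFP and DsRed are detected in transgenic mouse T cells stimulated 18 h at 37 degrees C with antibody-coated beads after 60 min compound pretreatment.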
A549 tox: kills or reduces viability of A549 cells in Nrf2 counter-screen. AID 504648. 0.16% of 390,000 active. A549 ARE-Fluc cells, CellTiter-Fluor viability, 18-24 h. Potency, µM (highest dose often 46 µM), for inactives: top-dose activity change, negative = cytotoxicity, actives largely listed as inhibitors; note: potency is the fitted concentration of half-maximal effect; % is set by controls: 0 for no effect and ±100 for the full control effect
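Cytotoxicity counterscreen: CellTiter-Fluor fluorescence was measured in A549 ARE_Fluc cells after 18-24 h of compound exposure in a concentration series. The subsequent BugLite luminescent read reports ARE-luciferase activity.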
Nrf2 block: Nrf2 pathway inhibition. AID 504444. A549 ARE-Fluc reporter, luciferase luminescence, 18-24 h. 2.1% of 360,000 active. Potency, µM (doses to about 46 µM), inactives show at the top dose activity change, negative = inhibition, most hits filed as inhibitors; note: potency is the fitted concentration of half-maximal effect; % is set by controls: 0 for no effect and ±100 for the full control effect; nearly all actives have a fitted effect of over 60% in size
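Two sequential reads on A549 ARE_Fluc cells exposed to compound for 18-24 h: a CellTiter-Fluor fluorescence read for viability, then a luciferase luminescence read for Nrf2/ARE activity.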
HepG2 tox: HepG2 cytotoxicity, counter-screen for TGF-b inhibitors | HepG2 CAGA-GFP viability, ATP luminescence, 18 h | Potency, µM (titrated, usually from 46.1 µM), for inactives: top-dose activity change, negative = cytotoxicity, hits mostly cytotoxic | 0.76% of 410,000 active | AID 588856; note: potency is the fitted concentration of half-maximal effect; some results filed as inactive show a strong effect at the top dose
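HepG2 CAGA-GFP cells (1000/well, DMEM with 1% FBS) received compound, then TGF-beta at 500 pg/mL final, and were incubated 18 hours at 37 degrees C. Viability was read by CellTiter-Glo luminescence. Media-only wells were set as complete cell-killing and DMSO as no toxicity.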
The depositor's hits bear a star; i = inactive; ? = inconclusive; · = not tested or not shown; & = joins results of further samples; [ ] = remark or other dose. Unless noted, calls come from the whole dose curve; as a rule, active = well fitted curve in the direction sought with a large enough effect; inconclusive = small, poorly fitted or top-dose-only effect, or another doubt; inactive = no such curve, though single readings can be large; an effect the other way counts as inactive or inconclusive.

SMILES	S2 tox	ATXN2 expr inh	Nrf2 ARE act	EPAC2 ag	TGFb SMAD3 inh	IL2 activator	A549 tox	Nrf2 block	HepG2 tox
CCOC(=O)c1cnn(C)c1NC(=O)c1ccc(Cl)cc1Cl	i	4%	-0.9%	1%	10%	-2.1	0%	-4%	9%
COC1=C(OC)c2ccccc2C(C(=O)O)N/C1=C(/C)Nc1ccncc1 (configuration not stated)	i	-1%	-0.4%	11%	-5%	0.2	0%	7%	-6%
CCN1C(=NCc2ccccc2)N[C@@H](c2ccccc2)[C@H](C(=O)OC)[C@H]1C	i	-7%	-0.9%	-1%	-1%	-2.8	-2%	0%	-2%
CCCC(=O)N1CCN(c2nc3ccc(CC)cc3s2)CC1	i	·	-0.7%	3%	22%	-0.2	2%	12%	5%
COC(=O)c1ccccc1N(C)S(=O)(=O)c1cc2c3c(c1)CC(=O)N3CCC2	i	0%	0.0%	·	-24%	·	7%	·	2%
Cc1sc2nc(CSC(C)C(=O)N3CCOCC3)[nH]c(=O)c2c1C (configuration not stated)	i	5%	1.5%	7%	-10%	2.0	0%	0%	-3%
COc1ccc(CCC(=O)c2ccc(OC)cc2)cc1	i	·	3.6%	18%	42%	0.0	1%	5%	109%
COc1cc2c(cc1OC)C(c1ccccc1)N(Cc1ccc(S(=O)(=O)NC(=O)c3ccco3)cc1)CC2 (configuration not stated)	i	1%	5.1%	8%	·	1.9	·	·	·
O=C(Nc1ccc([N+](=O)[O-])cc1)Nc1cnccn1	i	-25%	3.5%	1%	?	-2.1	-16%	-35%	-51%
CC(=O)c1c(C)[nH]c(C(=O)CSc2nnc(C3CCCCC3)n2N)c1C	i	-20%	0.0%	1%	-4%	1.4	-9%	21µM*	-11%
CC(C)(C)[C@H]1CCC(=O)N([C@H](CC#N)Cc2ccccc2)CC1	i	-11%	0.5%	-2%	28%&1%	2.6	1%	3%	40%&-16%
CCCN(CC(=O)NC(=O)NCc1ccccc1)CC(=O)Nc1ccc(F)c(F)c1F	i	·	0.0%	21%	?	-2.6	·	·	-14%
CC(C)C(=O)NCCc1c[nH]c2ccccc12	?	-6%	-0.1%	9%	-18%	-0.5	5%	-12%	-21%
O=C1/C(=C\c2ccc([N+](=O)[O-])cc2)CCc2ccccc21	i	1%	3.2%	11%	0%	0.1	15%	8%	-16%
O=[N+]([O-])c1cc(C(F)(F)F)cc([N+](=O)[O-])c1N1CCN(S(=O)(=O)c2ccccc2)CC1	i	-1%	-0.6%	0%	-14%	-0.7	3%	-23%	-3%
Cc1occc1C(=O)N/N=C/c1c(O)ccc2ccccc12	i	?	-0.2%	2%	?	-0.2	-16%	-8%	-15%
O=C(Nc1ccccc1C(=O)O)c1ccc(NC(=O)C2CC2)cc1	i	-27%	-1.0%	5%	?	-4.1	2%	?	-32%
O=C(NS(=O)(=O)c1ccc(NC(=O)C2CCCO2)cc1)c1ccccc1 (configuration not stated)	i	-1%	-0.1%	9%	-11%	0.4	-2%	3%	8%
CCOc1ccc(C(C)=O)cc1N1C(=O)C2C3C=CC(O3)C2C1=O (configuration not stated)	?	-9%	6.5%	5%	?	-3.8	-2%	-21%	-56%
C=C[C@@H]1c2cccc(C)c2N(S(=O)(=O)c2ccc(C)cc2)[C@H](c2ccccc2)C1(C#N)S(=O)(=O)c1ccccc1 (some centres not stated)	i	-2%	3.3%	18%	-14%	2.6	4%	?	-17%
COC(=O)[C@@H](Cc1ccccc1)NC(=O)[C@H]1O[C@@H](n2cnc3c(N)ncnc32)[C@H](O)[C@@H]1O	i	-3%	-1.4%	-1%	-5%	-0.2	·	·	0%
COc1cc2c3c(c1)-c1c(sn(-c4cc(OC)ccc4OC)c1=S)C(C)(C)N3C(=O)C2=O	·	·	-0.4%	-1%	-4%	0.4	-8%	-14%	4%
Cc1ccc(S(=O)(=O)n2c(C)nc3cc(C)ccc32)cc1	i	7%	-0.3%	9%	-9%	0.5	5%	9%	-2%
COCCNC(=O)Cn1cc(C(=S)N2CCCCC2)c2ccccc21	i	9%	0.0%	4%	11%	0.3	-2%	-2%	2%
COc1ccc(CNC(=O)CSc2nc3c(oc4ccccc43)c(=O)n2CC2CCCO2)cc1 (configuration not stated)	i	6%	-0.6%	-7%	-3%	1.0	-19%	6%	5%

Compound profiles, as listed above. Screens in order: S2 tox | ATXN2 expr inh | Nrf2 ARE act | EPAC2 ag | TGFb SMAD3 inh | IL2 activator | A549 tox | Nrf2 block | HepG2 tox
COc1ccc(CNC(=O)CSc2nc3c(oc4ccccc43)c(=O)n2CC2CCCO2)cc1 (configuration not stated) in the list: i | 6% | -0.6% | -7% | -3% | 1.0 | -19% | 6% | 5%
COCCNC(=O)Cn1cc(C(=S)N2CCCCC2)c2ccccc21 in the list: i | 9% | 0.0% | 4% | 11% | 0.3 | -2% | -2% | 2%

Remaining list, next part:
SMILES	S2 tox	ATXN2 expr inh	Nrf2 ARE act	EPAC2 ag	TGFb SMAD3 inh	IL2 activator	A549 tox	Nrf2 block	HepG2 tox
CCOc1ccc(NC(=O)CN(C)C(=O)CSc2ccccc2)cc1OCC	i	-1%	-0.2%	-1%	-8%	-4.7	1%	11%	-33%
CCOc1ccc(CC(=O)OCc2cc(=O)n3cc(Br)ccc3n2)cc1	i	-18%[2.22 µM]	0.3%	6%	8%	-2.5	0%	-18%	-5%
Cc1nc2ccc(NS(=O)(=O)c3ccc4c(c3)OCCO4)cc2s1	?	-21%	3.4%	6%	?	-0.4	-25%	2.9µM*	-34%
Cc1cccn2c(=O)c3cc(C#N)c(=NC(=O)c4ccncc4)n(CCCOC(C)C)c3nc12	·	-1%	2.6%	-8%	7%	-0.4	?	-21%	0%
COc1cc(/C=C2\SC(N)=NC2=O)ccc1O	?	?	-1.0%	-2%	?	-4.5	-18%	-30%	-1%
N#C/C(=C\c1ccc(N2CCOCC2)c([N+](=O)[O-])c1)c1nc2ccccc2[nH]1	i	15%	8.1%	1%	8%	1.9	?	?	-2%
O=C(Nc1ccc(Cl)c(Cl)c1)OCCNC(=O)c1ccncc1	i	-18%	1.7%	-6%	-22%	0.2	6%	?	5%
COC(=O)c1ccccc1NC(=O)c1cccc(COc2ccccc2Cl)c1	i	-36%	-0.6%	5%	13%	-2.4	-8%	?	-3%
C=C(C)C1CC=C(C)/C(=N/NC(=O)c2ccc(NC(=O)CCC)cc2)C1 (configuration not stated)	i	0%	0.5%	4%	-19%	-1.2	10%	-20%	-53%
CCOC(=O)c1sc(NC(=S)NC(=O)C23CC4CC(CC(C4)C2)C3)cc1C	i	10%	-1.1%	-20%	3%	0.1	-2%	?	2%
Cc1cccc(C)c1C(O)c1ncc(-c2ccc(Cl)cc2)[nH]1 (configuration not stated)	i	-17%	0.6%	9%	-15%	4.0	·	·	-22%
CSc1nc(C)c(C(=O)C[n+]2ccccc2C)cc1C#N	i	8%	3.3%	4%	-3%	-2.8	-3%	2%	-13%
Cc1cccc(NC(=O)c2cc(-c3cc(C)c(C)cc3O)n[nH]2)c1	i	39%[activator]	0.8%	11%	25%	-1.6	1%	?	-32%
O=C(COC(=O)c1ccccc1O)NCCCc1ccccc1	i	-14%	3.0%	3%	4%	-0.1	1%	-4%	0%
C=C(C)Cn1c(N2CCCC2)nc2c1c(=O)[nH]c(=O)n2C	i	4%	-1.2%	3%	-5%	-2.8	-10%	-29%	-27%
CCOC(=O)C1CCCN(Cc2ccc(OCc3ccccc3)c(OC)c2)C1 (configuration not stated)	·	·	3.1%	7%	0%	0.0	-2%	1%	-2%
CC(=O)Nc1cc(C(=O)N2CCCC2)ccc1S(=O)(=O)c1ccc(C)cc1	i	-6%	0.3%	2%	-2%	0.0	-14%	-27%	-3%
CC(=O)Nc1ccc(C(=O)NCC(c2ccco2)N(C)C)cc1 (configuration not stated)	i	6%	3.4%	1%	0%	-1.7	5%	10%	8%
O=C(Nc1cccc(-c2ccc(N3CCCCC3)nn2)c1)c1ccco1	i	19%	-1.1%	-1%	0%	-7.2	-14%	?	-40%
COC(=O)c1scc(C)c1NS(=O)(=O)c1ccc(NC(C)=O)cc1	i	7%	-0.2%	6%	11%	-0.4	0%	2%	19%
CCc1cccc(NC(=O)c2cc3c(=O)n(Cc4ccccc4)ccc3nc2C)c1	i	?	8.3%	·	?	·	3%	-4%	-10%
C[C@@H]1CN([C@@H](C)CO)C(=O)c2cc(Br)cnc2O[C@@H]1CN(C)S(=O)(=O)c1ccc(F)cc1	i	-10%	-0.3%	-4%	5%	0.0	·	·	-31%
O=C(O)c1ccc(NC(=O)C2CC=CCC2C(=O)O)cc1 (configuration not stated)	i	-13%	0.0%	-10%	8%	-1.4	0%	·	0%
COc1ccc(CCN2C(=O)NC(NS(=O)(=O)c3ccc(Cl)cc3)(C(F)(F)F)C2=O)cc1OC (configuration not stated)	?	-7%[11.3 µM]	-0.6%	-2%	0%	1.3	5%	?	7%
CCC(C)NC(=O)CCSc1ccc(C)cc1 (configuration not stated)	i	4%	-0.4%	1%	18%	-1.2	5%	3%	20%
O=C(c1ccccc1)N1CCN=C1SCc1ccc([N+](=O)[O-])cc1	i	7%	3.5%	0%	-16%	0.3	1%	?	-1%
Cc1cc(NC(=O)c2cc(-c3ccccn3)nc3ccc(Br)cc23)no1	?	-24%	8.2%	12%	0%	-4.5	-8%	?	-10%
COc1ccc(NC(=O)CCNS(=O)(=O)c2ccc(C)c(C)c2)cc1OC	i	3%	0.2%	9%	6%	-0.5	11%	1%	-16%
